Compound activity as filed in PubChem BioAssay.
phage Ecoli inh – growth loss of phage-infected E. coli, primary screen, RecBCD inhibitor project, absorbance, with phage, HTS; inhibition, % at 11.9 µM; actives 0.26% (n = 360,000); in the data active = inhibition above about 11%
SUMO Mot1 rescue – yeast Mot1-301 growth rescue at high temperature, primary screen, SUMOylation pathway inhibitor project, S. cerevisiae, ATP luminescence, 38.5C; S. cerevisiae Mot1-301 growth rescue; percent above DMSO median, 100 means doubled; growth rescue, % at 18.8 µM; actives 1% (n = 320,000);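 active = every valid replicate shows activation above 250% relative to neutral control wells; inactive = the rest, any valid replicate at or below 250%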;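 note: OY570 slx delta 5 strain wells were the positive control but not used for scaling; some compounds called inactive have numbers as strong as hits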
Tat transport – E. coli Tat export inhibitors, primary screen, MC4100, TorA-mCherry reporter, fluorescence, single point | inhibition, % at 10 µM | actives 0.036% (n = 340,000) | AID 488895, 2010;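 active = mean replicate inhibition at least 50% and at least half of replicates individually reaching 50%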;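 note: exported cargo escapes ClpAP degradation while cytoplasmic cargo is degraded and loses fluorescence; 0% = median of neutral control wells and 100% = median of NaSCN control wells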
Arr AP2 block – inhibitors of beta-arrestin/AP2 binding, primary screen, biochemical, GPCR trafficking, flow cytometry; AID 504490, 2011; inhibition, % at 10 µM; actives 0.31% (n = 340,000); FITC-arrestin peptide / GST-AP2 beads; AP2 beta2 appendage carries R879A mutation;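 active = inhibition above a set limit, near 3 SD of compounds lacking own fluorescence, cut at about 54% in these data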;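 note: plate controls were DMSO wells for no effect and 5 µM unlabelled arrestin peptide for full effect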
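System: GST-AP2 R879A glutathione beads | Also added: FITC-arrestin peptide, 50 nM | Times: 12 min plus 1 h, RT | Signal: Bead flow cytometry, FITC channel | Buffer or medium: PBS with 0.05% Tween 20 and 0.1% BSA | Read-out basis: Percent drop in bead-associated FITC signal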
Pemphigus Ab inh – inhibitors of pemphigus antibody binding to DSG3, primary screen, biochemical, bead-based, flow cytometry, scFv-GFP; AID 588358, 2011; actives 0.48% (n = 310,000); binding (percent of control), % at 10 µM; Desmoglein-3 (Homo sapiens), P32926; DSG3-coupled beads, scFv-anti-DSG3-GFP binding; stronger effect = lower value;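 active = binding more than 3 SD below its plate's average and above zero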;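 note: hits lower antibody fragment binding to DSG3; some compounds called inactive have numbers as strong as hits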
PKA-R1A activ – activators of PKA-R1A holoenzyme, primary screen, biochemical, fluorescence polarization, Cy5-IP20, bovine R1A, mouse PKAc | PKA-R1A dissociation; scaled: DMSO 0%, 113 µM cGMP 100% | activation, % at 11.4 µM | actives 0.083% (n = 340,000);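 active = percent activation above the mean of all tested compounds plus 3 SD, cut at about 19% in these data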;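 note: higher means more PKAc released from R1A so a rise in polarization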
PfHsp90 set2 – growth inhibition of PfHsp90-expressing yeast, primary screen, antimalarial PfHsp90 inhibitor project, S. cerevisiae, BacTiter-Glo luminescence, single point, set 2; BacTiter-Glo ATP, 48 h; yeast lacking PDR1 and PDR3 efflux regulators; inhibition, % at 9.4 µM; actives 0.32% (n = 310,000);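 active = every replicate shows inhibition above about 80%, whatever the replicate mean, limit read from the data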;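 note: 0% = DMSO neutral controls and 100% = 20 µM radicicol positive controls; yeast relying on Plasmodium falciparum Hsp90 in place of its own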
OPRM1-OPRD1 inv – inverse agonists of MOR-DOR heterodimerization, primary screen, cell-based, luminescence; Mu-type opioid receptor (Homo sapiens) + Delta-type opioid receptor (Homo sapiens), …; cell-based MOR-DOR heterodimer luminescence, inverse agonism; inhibition, % at 9.3 µM; actives 0.21% (n = 340,000); AID 504357, 2011; in the data active = inhibition above about 22%, passing the limit was not always enough;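 note: 0% = cells with DMSO and 100% = wells without cells with DMSO; values of inactives mirror those of a sister screen read the other way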
Target sequence (P35372 whole entry, looked up): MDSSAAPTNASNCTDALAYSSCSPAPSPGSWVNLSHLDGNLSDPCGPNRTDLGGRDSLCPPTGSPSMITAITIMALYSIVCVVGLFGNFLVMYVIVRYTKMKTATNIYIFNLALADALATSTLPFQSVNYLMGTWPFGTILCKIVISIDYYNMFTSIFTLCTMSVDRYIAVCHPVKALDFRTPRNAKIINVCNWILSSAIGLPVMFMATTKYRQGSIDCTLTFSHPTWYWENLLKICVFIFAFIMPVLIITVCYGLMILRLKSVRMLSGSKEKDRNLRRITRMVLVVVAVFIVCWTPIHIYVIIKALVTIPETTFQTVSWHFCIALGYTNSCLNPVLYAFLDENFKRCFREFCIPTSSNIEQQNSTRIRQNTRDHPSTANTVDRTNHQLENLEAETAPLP
Target sequence (P41143 whole entry, looked up): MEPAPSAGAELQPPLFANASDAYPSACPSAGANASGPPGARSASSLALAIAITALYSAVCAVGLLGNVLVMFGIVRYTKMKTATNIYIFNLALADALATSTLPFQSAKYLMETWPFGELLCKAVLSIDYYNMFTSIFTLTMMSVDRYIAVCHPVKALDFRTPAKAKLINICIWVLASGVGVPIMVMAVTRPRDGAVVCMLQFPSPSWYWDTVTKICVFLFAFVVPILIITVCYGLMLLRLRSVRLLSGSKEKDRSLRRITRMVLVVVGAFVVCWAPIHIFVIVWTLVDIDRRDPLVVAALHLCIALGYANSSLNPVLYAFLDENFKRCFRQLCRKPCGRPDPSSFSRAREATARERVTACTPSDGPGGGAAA
MOR-DOR ag – agonists of OPRM1-OPRD1 heterodimerization, primary screen, cell-based, luminescence; AID 504326, 2011; cells; activation, % at 9.3 µM; Mu-type opioid receptor (Homo sapiens) + Delta-type opioid receptor (Homo sapiens), …; actives 0.3% (n = 340,000); in the data active = activation above about 18%;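 note: 0% = vehicle-treated cells and 100% = reference agonist; values of inactives mirror those of a sister screen read the other way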
AddAB inh – growth inhibition of E. coli expressing H. pylori AddAB, primary screen, AddAB inhibitor project, absorbance | actives 0.29% (n = 330,000) | AID 435030, 2010 | inhibition, % at 11.9 µM; in the data active = inhibition above about 12%;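 note: 0% = vehicle wells of infected cells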
E coli growth – E. coli V3065 growth inhibition, primary screen, counter-screen for AddAB inhibitor project, absorbance, OD600. 18 h. inhibition, % at 11.9 µM. actives 0.27% (n = 330,000);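 active = inhibition above the campaign's mean inhibition across all tested compounds plus 3 SD, cut at about 9.9% in these data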;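 note: uninfected addAB+ strain grown without phage in ampicillin broth; 0% = DMSO wells and 100% = ciprofloxacin 0.95 µg/ml wells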
The depositor's hits bear a star; . = not tested or not shown.

SMILES	phage Ecoli inh	SUMO Mot1 rescue	Tat transport	Arr AP2 block	Pemphigus Ab inh	PKA-R1A activ	PfHsp90 set2	OPRM1-OPRD1 inv	MOR-DOR ag	AddAB inh	E coli growth
Cc1nc(N2CCN(c3ccccn3)CC2)c2c(C)c(C(=O)N3CCN(c4ccccc4F)CC3)sc2n1	-1.5	427*	8	6	99	-7	-2	-9	1.7	3.2	-1.9
Cc1ccc(C(=O)c2sc3nc4c(cc3c2N)CCC4)cc1	0.6	-6	2	13	100	-10	-9	3	-0.5	2.9	3.5
CC(C)Oc1cc(C(=O)N2CCC(N3CCCCC3)CC2)ccc1Nc1nnc(Cl)c(Nc2ccccc2S(C)(=O)=O)n1	.	.	8	0	101	1	.	9	-1.7	.	.
CCCNC(=O)c1ccccc1NS(=O)(=O)c1ccc2c(c1)OCCO2	1.9	16	-3	-1	110	15	-12	6	-1.1	-0.6	-0.1
Cc1cccc(NC(=S)NCCc2ccc3c(c2)OCCO3)c1C	0.4	2	6	37	117	-14	.	14	-2.9	1.0	0.1
CCN(Cc1cc2ccccc2[nH]c1=O)C(=O)c1cccnc1	0.3	11	-8	12	101	-4	27	0	0.0	-0.4	-1.8
CC(=O)Nc1ccc(OCc2nnc(-c3ccccc3)o2)cc1	1.1	-10	-4	-1	147	0	-14	12	-2.5	1.5	-3.8
COC(=O)c1cc(NC(=O)CN2CCc3cc4c(cc3C2)OCCCO4)cc(C(=O)OC)c1	2.6	-13	9	1	100	-11	7	18	-3.6	3.2	0.0
CCN(C(=O)C1CCN(c2nc(-c3ccc(OC)cc3)no2)CC1)c1ccccc1	2.8	-3	10	3	101	-12	-16	2	-0.4	1.7	-1.5
COC(=O)c1ccc(C23CC4(C2)[C@H](CN(CC2CCCCC2)[C@@H]4c2ccccc2)C3c2ccccc2)cc1 (some centres undefined)	5.9	-12	-4	3	101	2	-10	8	-1.4	0.0	1.5
Cc1ccsc1C(=O)Nc1ccc2c(c1)OCCO2	0.9	-22	-2	12	109	11	14	-13	2.5	4.0	-1.4
CCCC(=O)Nc1cc(-c2nn(C)c(=O)c3ccccc23)ccc1N1CCCCC1	0.9	55	-1	24	100	-8	-1	-15	2.8	-0.8	-0.8
CCOc1ccc(OCC)c(NC(=O)CCNS(=O)(=O)c2cc(Br)cnc2N)c1	-0.3	13	8	-2	95	-12	-3	2	-0.4	2.6	-2.7
O=C(N=C1SC2CS(=O)(=O)CC2N1CCc1ccccc1)C1CCCCC1 (centres undefined)	0.1	-9	6	16	98	-14	3	-11	2.1	0.6	0.0
Cc1ccc(Sc2ncccc2NC(=O)c2ccccc2Cl)cc1	3.2	-24	7	2	97	.	-1	.	.	-0.1	-0.2
c1ccc(CC2CCN(c3nc4ccccc4n4nnnc34)CC2)cc1	-1.1	30	-1	14	108	-3	1	2	-0.3	4.7	1.0
Cn1c(N)c(C(=O)COC(=O)Cc2c(F)cccc2Cl)c(=O)n(C)c1=O	6.3	14	-7	10	.	-4	0	-6	1.4	2.7	2.2
O=C(/C=C/c1ccco1)N1CCCC(c2ccccc2)C1 (centres undefined)	0.9	0	2	-4	92	4	12	-11	1.6	-0.6	-0.7
COc1ccc(N(CC(=O)Nc2ccccc2C(F)(F)F)C2=NC3CS(=O)(=O)CC3S2)cc1 (centres undefined)	1.1	200	-7	0	98	4	-6	7	-1.2	-0.5	-1.6
N#C/C(=C\c1c(F)cccc1Cl)c1nn(-c2ccccc2)c(-n2cccc2)c1C#N	-0.1	8	6	13	99	1	-10	7	-1.4	3.9	4.3
COC(=O)c1ccc(CNC(=O)CSC(C)C(=O)Nc2cc(C)on2)cc1 (centres undefined)	0.5	-7	-9	-10	86	-12	-4	8	-1.9	0.4	-1.4
Cc1cc(C)c(C#N)c(Cl)n1	3.8	17	-5	10	102	3	-11	5	-1.0	2.2	-2.0
O=C(c1cccc(S(=O)(=O)N2CCOCC2)c1)N(CCc1ccccc1)Cc1ccccc1	3.6	12	2	5	99	2	-3	6	-1.4	2.1	-0.9
Cn1c2c(c(=O)n(C)c1=O)C(C(F)(F)F)(C(F)(F)F)N=C(CCC1CCCCC1)N2	4.0	7	3	-6	106	-6	-77	-16	2.7	1.8	2.0
CCc1cccc(OCCCn2ccnc2)c1	0.2	33	2	-1	98	3	-19	6	-0.9	1.4	-2.4

Other entries
SMILES	phage Ecoli inh	SUMO Mot1 rescue	Tat transport	Arr AP2 block	Pemphigus Ab inh	PKA-R1A activ	PfHsp90 set2	OPRM1-OPRD1 inv	MOR-DOR ag	AddAB inh	E coli growth
O=C(NCc1nc2ccccc2[nH]1)C1=C[C@@H](C2CC2)C[C@@H](OCc2ccc(CO)cc2)O1	4.1	-1	-6	18	103	2	6	13	-2.4	2.4	-1.5
O=C(CSc1cccc[n+]1[O-])Nc1ccc([N+](=O)[O-])cc1Cl	-0.5	9	4	2	80	-4	-6	-1	0.3	-0.4	-2.4
Cc1ccc(C(=O)CCC(=O)Nc2cc(C)ccn2)cc1	1.5	-15	-5	4	96	0	3	16	-3.9	6.2	-2.1
Cc1ccc(S(=O)(=O)NCCC(=O)N2CCC(C(N)=O)CC2)cc1C	3.9	23	-12	6	101	-11	-19	3	-0.5	5.8	-0.2
NC(=O)c1ccccc1OC1CCC1	1.1	-6	0	17	102	.	2	.	.	1.1	-0.7
CCn1cc(S(=O)(=O)Nc2ccc3c(c2)OCCO3)cn1	8.4	115	-3	27	80	6	5	6	-1.1	4.1	1.5
CCCCN(CC(=O)NC(C)(C)C)C(=O)C(=O)Nc1ccc2c(c1)OCCO2	3.5	2	-6	-20	99	4	-13	-8	1.5	1.1	0.2
CC(=O)N(CCC1(C(C)C)CCOC(C)(C)C1)Cc1ccco1 (centres undefined)	3.2	81	0	7	102	-14	16	16	-3.3	0.0	1.2
COc1ccc(C(=O)NCC(=O)Nc2ccc(-c3ccccc3)cc2)cc1	1.0	-6	1	-1	.	-2	-11	-42	5.6	1.2	0.8
O=S(=O)(c1ccc(Cl)nc1)N1CCCCC1	0.1	23	6	-11	97	5	-12	15	-2.4	2.3	0.1
CC[C@@]1(C(=O)OC)N[C@H](CN(C)C(=O)Nc2ccc(C)cc2)[C@@H]2C(=O)N(Cc3ccccc3)C(=O)[C@@H]21	1.0	-13	-1	-2	99	-1	-2	14	-3.0	6.0	1.2
Cc1cccc(C)c1NC(=O)CCCSc1nc2ccccc2s1	4.0	3	8	2	111	1	-3	11	-2.2	4.3	0.8
CCOC(=O)C(=CNc1ccc(N2CCCCC2)c(S(=O)(=O)Nc2ccccc2OC)c1)C(=O)OCC	0.8	.	5	-2	98	-6	36	15	-4.1	.	.
CCC(C)C(=O)N1CCCC(c2nc(-c3cccs3)no2)C1 (centres undefined)	-0.8	8	13	3	99	-11	-27	8	-1.4	0.6	-0.5
CCCCNC(=O)C(C#N)c1nc2ccccc2nc1N1CCN(Cc2ccc3c(c2)OCO3)CC1 (centres undefined)	.	.	1	-4	104	1	8	1	-0.3	.	.
Cc1cnn(-c2cc(Oc3ccccc3)ncn2)c1	3.7	-13	-1	11	105	-2	-32	8	-1.4	-0.2	-1.5
Cc1ccc(OCCCC(=O)NC(C)c2ccccc2)cc1 (centres undefined)	2.5	-19	-2	7	106	-16	.	9	-2.0	1.1	-1.7
CCOC(=O)C1=C(CC)Nc2ccccc2N=C1NC(=O)c1ccc(S(=O)(=O)N(C)C)cc1	0.6	-6	7	25	90	10	-2	10	-1.7	0.6	-0.7
Cc1ccc(Cc2nc(-c3ccncc3)no2)cc1	2.6	26	-3	-14	84	-2	1	-3	0.6	2.5	-0.2
COc1ccc(C2(NC(C)=O)CCN(C(=O)c3cccs3)CC2)cc1	2.2	-13	-1	-6	95	5	-2	7	-1.3	-1.5	-2.2
O=C(c1ccco1)N1CCN(CC(=O)N(C2CCCCC2)C2CCS(=O)(=O)C2)CC1 (centres undefined)	1.2	301	-6	-2	101	7	20	-1	0.2	1.2	-0.2
CCCn1c2c(c(O)c(C(=O)NCc3ccccc3)c1=O)CCCC2	0.2	1	12	18	99	1	-2	-3	0.5	0.5	1.4
O=C(CCc1nc2ccccc2s1)N1CCN(c2ccccc2)CC1	0.9	9	1	8	99	5	7	7	-1.4	-1.1	-0.8
Cc1ccc(C(C)(C)C)c(OCCCn2ccnc2)c1	2.8	6	1	3	105	-5	-3	-4	0.7	-1.9	-5.9
CC(=O)OCCCNc1cc(Sc2ccc(Cl)cc2)c2nonc2c1[N+](=O)[O-]	6.0	68	6	22	101	-13	7	-2	0.4	-1.3	2.1

(further entries)
SMILES	phage Ecoli inh	SUMO Mot1 rescue	Tat transport	Arr AP2 block	Pemphigus Ab inh	PKA-R1A activ	PfHsp90 set2	OPRM1-OPRD1 inv	MOR-DOR ag	AddAB inh	E coli growth
CCCOc1ccc(CNC(=O)c2ccc3nc(N4CCOCC4)sc3c2)cc1	25*	-6	-12	2	104	-1	-4	-20	3.4	-0.7	-0.8
CS(=O)(=O)N1CCC(C(=O)Nc2ccc(C(F)(F)F)cc2)CC1	5.0	0	8	3	102	-13	2	9	-1.8	0.7	0.0
C/C(CC(=O)N1CCN(C=O)CC1)=N\NC(=O)c1ccc([N+](=O)[O-])cc1	0.5	0	-10	-5	99	0	8	-18	2.5	6.3	0.1
Cc1c(CC(=O)N[C@@H](C)C(=O)O)c(=O)oc2c(C)c3occ(-c4ccccc4)c3cc12	-0.6	-16	-5	-5	99	-14	2	15	-3.2	.	.
CCOC(=O)[C@H]1[C@H]2COc3ccc(Cl)cc3[C@@H]2N2C(=O)[C@@H](C)NC(=O)[C@@]12C	-0.2	11	-1	30	98	2	.	-2	0.4	1.9	0.3
COc1ncccc1C(=O)N1CCCC(N2CCN(c3cccc(Cl)c3)CC2)C1 (centres undefined)	0.9	1	2	0	.	-4	6	-6	1.1	0.3	2.2
O=C(NC(=O)c1ccccc1)Nc1ccccn1	-1.3	-22	2	28	.	3	.	-4	0.6	1.8	1.0
Cn1cc(C(=O)Nc2ccc(Cl)c(Cl)c2)cn1	2.2	58	2	-4	104	-2	-2	7	-1.3	2.0	1.8
